Rab9 promoter act: Rab9 promoter activation | Huh7 Rab9 promoter-luciferase reporter, luminescence, 24 h | Potency, µM (titrated, usually from 9.22 µM), without a hit: at the highest dose activation, negative = inhibition, most hits filed as activators | 320,000 compounds, 2.8% hits | AID 485297; note: % of control where 0% means no effect; nearly all actives have a fitted effect of over 60% in size
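Using Huh7 cells stably transfected with Rab9 promoter–luciferase, compounds were incubated 24 h at 37 °C, 5% CO2; luciferase luminescence was read 10 min after reagent addition.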
ELG1 genotox: induces genotoxicity in HEK293T cells with luciferase-tagged ELG1. HEK293T ELG1-luciferase reporter, luminescence, 16 h. Potency, µM (highest dose often 46 µM), for inactives: at the top dose activity change, positive = activation, actives largely listed as activators. 330,000 compounds, 1.3% hits; note: % of control where 0% means no effect; nearly all actives have a fitted effect of over 60% in size
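Genotoxic stress is detected as increased luminescence from luciferase-tagged ELG1 in HEK293T cells, measured with ONE-Glo after a 16 hr treatment at 37 °C.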
NPC1 promoter act: activators of NPC1 promoter | AID 485313 | 320,000 compounds, 2.4% hits | Potency, µM (titrated, usually from 9.22 µM), for inactives: at the top dose activation, hits mostly activators | Huh7 NPC1 promoter luciferase reporter, 24 h;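 note: % of control where 0% means no effect; nearly all actives have a fitted effect of over 60% in size; reporter is driven by a mutant NPC1 promoter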
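NPC1 promoter–luciferase Huh7 cells; 24 h compound; luminescence.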
MBNL1 CUG block: blocks human MBNL1 binding to CUG repeat RNA; Q9NR56; TR-FRET MBNL1-His/biotin-(CUG)12 binding, 665/545 ratio; Potency, µM (series often up to 57.5 µM), for the others: at the highest dose activity change, negative = inhibition, most hits filed as inhibitors; 280,000 compounds, 0.036% hits; AID 2675; active = well fitted inhibition curve with a large enough effect in the signal ratio, with a control signal flat, not every such curve was filed as active; inconclusive = small, poorly fitted or top-dose-only effect, or effect the other way, or a change in a side signal; inactive = no such curve, though single readings can be large or run the other way; the % refers to the signal ratio; note: % is set by controls: 0 for no effect and ±100 for the full control effect
Target sequence (Q9NR56 whole entry, looked up): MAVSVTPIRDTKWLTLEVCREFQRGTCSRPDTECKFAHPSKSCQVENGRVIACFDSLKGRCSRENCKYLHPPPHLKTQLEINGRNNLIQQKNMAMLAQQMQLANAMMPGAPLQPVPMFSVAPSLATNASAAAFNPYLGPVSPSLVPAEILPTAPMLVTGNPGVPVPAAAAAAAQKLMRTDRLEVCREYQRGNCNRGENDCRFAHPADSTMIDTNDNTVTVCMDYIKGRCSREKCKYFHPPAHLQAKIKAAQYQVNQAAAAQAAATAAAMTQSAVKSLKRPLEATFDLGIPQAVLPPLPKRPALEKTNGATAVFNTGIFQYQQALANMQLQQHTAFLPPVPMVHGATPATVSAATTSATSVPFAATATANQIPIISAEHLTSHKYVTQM
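Inhibition of protein-RNA binding appears as loss of TR-FRET between terbium anti-His antibody on MBNL1-His and streptavidin-XL665 on biotin-(CUG)12. Activity is normalized to buffer-only and uninhibited-complex controls.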
FLuc counter: counter-screen for miR-21 project: firefly luciferase inhibitors or activators; purified FLuc, Km substrates, luminescence inhibition; Potency, µM (doses to about 57.5 µM), for inactives: top-dose activity change, negative = inhibition, usual class: inhibitors; 360,000 compounds, 6.9% hits; AID 588342;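 note: plate controls were vehicle for no effect and reference inhibitor for full effect; nearly all actives have a fitted effect of over 55% in size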
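Purified P. pyralis luciferase (10nM final) with 10uM D-luciferin and 10uM ATP (Km levels) in 50mM Tris acetate pH 7.5, 10mM Mg acetate, 0.01% Tween-20, 0.05% BSA; qHTS 6-point titration, ~60 µM downward; luminescence read.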
BRCA1 expr act: BRCA1 expression activation; MCF7-BRCA1-FFLuc reporter, luminescence, 48 h; response scale: scaled: vehicle 0%, 10 µM genistein 100%; Potency, µM (titrated, usually from 46.1 µM), inactives show top-dose activation, most hits filed as activators; 380,000 compounds, 1.1% hits; AID 624202; note: nearly all actives have a fitted effect of over 80% in size; some results filed as inactive show a strong effect at the top dose
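First, MCF7-BRCA1-FFLuc cells (2000/well) attach for 2 h; next, compounds are pin-added and incubated 48 h at 37 °C; finally, luciferase reagent is added and luminescence read after 15 min.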
RORgamma inh: ROR gamma (mouse) transcription inhibition. Drosophila S2 Gal4-RORgamma UAS-luciferase reporter, 20 h. Potency, µM (top dose mostly 53.6 µM), without a hit: at the highest dose activity change, negative = inhibition, actives largely listed as inhibitors. 310,000 compounds, 5.4% hits; note: % is set by controls: 0 for no effect and ±100 for the full control effect; nearly all actives have a fitted effect of over 60% in size
Target sequence (P51450 whole entry, looked up, the tested form may be a part): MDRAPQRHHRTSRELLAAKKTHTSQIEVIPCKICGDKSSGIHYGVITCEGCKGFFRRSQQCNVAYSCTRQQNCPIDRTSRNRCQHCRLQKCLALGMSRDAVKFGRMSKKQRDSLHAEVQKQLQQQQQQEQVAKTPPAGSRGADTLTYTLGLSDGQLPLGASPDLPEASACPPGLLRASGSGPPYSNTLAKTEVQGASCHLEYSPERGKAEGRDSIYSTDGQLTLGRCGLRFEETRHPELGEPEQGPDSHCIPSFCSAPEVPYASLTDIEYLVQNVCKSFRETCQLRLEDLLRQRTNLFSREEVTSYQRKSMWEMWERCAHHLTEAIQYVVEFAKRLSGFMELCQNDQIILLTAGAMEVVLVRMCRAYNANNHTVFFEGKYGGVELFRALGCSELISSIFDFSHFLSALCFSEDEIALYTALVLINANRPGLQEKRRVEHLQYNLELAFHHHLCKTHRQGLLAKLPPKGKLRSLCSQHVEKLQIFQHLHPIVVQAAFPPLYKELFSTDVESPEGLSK
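Luciferase reporter read in Schneider cells carrying Gal4-RORγ (mouse) and UAS-Photinus luciferase; cells given compound 1 h before 700 uM copper sulfate induction, then incubated 20 h at ambient temperature.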
p53 reactivation: re-activators of mutant p53. Potency, µM (doses to about 92.2 µM), without a hit: at the top dose activity change, positive = activation, most hits filed as activators. 320,000 compounds, 0.063% hits. H1299 p53-A138V BP100-luciferase reporter, luminescence, 24 h; note: % of control where 0% means no effect; nearly all actives have a fitted effect of over 45% in size
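H1299 (p53-null), stable ts p53-A138V + BP100-Luc; 1000 cells/well, Opti-MEM/10% FBS; cpd 4 pt, 1:5; 24 h, 37 deg C, 5% CO2; detection reagent 10 min RT; luminescence.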
uPA surface inh: cell surface uPA generation inhibition; cell surface uPA generation assay, qHTS; Potency, µM (series often up to 38.3 µM), without a hit: top-dose activity change, negative = inhibition, most hits filed as inhibitors; 330,000 compounds, 0.31% hits; AID 540303; active = well fitted inhibition curve with a large enough effect; inconclusive = small, poorly fitted or top-dose-only effect; inactive = no such curve, though single readings can be large or run the other way; tested in mouse RAW 264.7 cells; note: % is set by controls: 0 for no effect and ±100 for the full control effect; nearly all actives have a fitted effect of over 55% in size
Gal4-VP16 FLuc: Gal4-VP16 reporter inhibition counter-screen; Potency, µM (highest dose often 53.6 µM), inactives show at the highest dose activity, negative = inhibition, actives largely listed as inhibitors; 310,000 compounds, 3.5% hits; Drosophila S2 Gal4-VP16 UAS-luciferase, luminescence, 20 h;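 note: Gal4-VP16 expression switched on by copper sulfate through the metallothionein promoter; % is set by controls: 0 for no effect and ±100 for the full control effect; nearly all actives have a fitted effect of over 50% in size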
Starred values were filed as active, the others as inactive; ? = inconclusive; / = no result given; [ ] = dose if it differs, or a comment. Unless noted, calls come from the whole dose curve; as a rule, active = well fitted curve in the direction sought with a large enough effect; inconclusive = small, poorly fitted or top-dose-only effect, or another doubt; inactive = no such curve, though single readings can be large; an effect the other way counts as inactive or inconclusive. Potency is the fitted concentration of half-maximal effect. Outcome played no part in choosing rows. About 13% of those tested had a hit in this group.

SMILES	Rab9 promoter act	ELG1 genotox	NPC1 promoter act	MBNL1 CUG block	FLuc counter	BRCA1 expr act	RORgamma inh	p53 reactivation	uPA surface inh	Gal4-VP16 FLuc
O=C(COc1ccc(Cl)cc1)NCCSc1ccccc1	11%	5%	-2%	-6%	-16%	52%	41%	2%	-1%	16%
COC(=O)c1ccccc1NC(=O)CSCC(=O)Nc1ccccc1	-2%	-1%	-2%	-8%	4%	7%	11%	-1%	-4%	1%
COC(=O)/C(C#N)=C1/SC=C(C)N1c1ccccc1	-9%	1%	3%	4%	-4%	-5%	3%[0.365 µM]	-11%	-7%	/
CS/C(=N\S(=O)(=O)c1ccccc1)c1ccccc1	1%	-3%	3%	-15%	-5%	-17%	-2%	4%	3%	-17%
O=C(/C=C/c1ccco1)Nc1cccc(NC(=O)/C=C/c2ccco2)n1	3.2µM*	-3%	?	/	1.7µM*	?	18%	?	-1%	?
Cc1ccc(F)c(CNC(=O)C2CCC(=O)N(CCCN3CCCC3=O)C2)c1F (stereo unspecified)	3%	8%	0%	1%	-3%	2%	6%	11%	-4%	-1%
COc1ccc(-c2c(C)nn3c(N4CCC(C(=O)N5CCCCC5)CC4)cc(C)nc23)cc1OC	-2%	-9%	2%	-2%	-1%	0%	2%	-2%	13%	0%
O=C(COC(=O)CSc1ccc([N+](=O)[O-])cc1)NCCCc1ccccc1	1%	-4%	-4%	?	0%	1%	1%	12%	-9%	4%
Clc1ccc(CN2CCC(c3nc4ccc(Cl)cc4[nH]3)CC2)cc1	-5%	-8%	0%	0%	1%	-94%	-2%	-3%	-5%	-6%
O=C(O)COc1ccccc1-c1ccccc1	-8%	0%	-2%	/	-3%	6%	4%	-1%	-3%	-2%
COc1ccc(CCC(N)=O)cc1OC	8%	1%	13%	0%	1%	-4%	34%	0%	-2%	-5%
C=C(C)C(=O)Oc1ccc(N2C(=O)CCC2=O)cc1	-3%	17%	5%	2%	-1%	-21%	0%	25%	?	-4%
CCN(CC(=O)Nc1ccc(S(=O)(=O)N2CCCC2)cc1)CC(=O)Nc1cccc(OC)c1	-8%	0%	2%	-2%	4%	7%	-10%	10%	1%	-3%
CC1Cc2ccccc2N1C(=O)COC(=O)c1ccc([N+](=O)[O-])o1 (stereo unspecified)	/	0%	/	/	/	3%	/	?	-2%	/
Cc1ccc(S(=O)(=O)N(C)C)cc1NC(=O)CN1CCN(Cc2ccccc2)CC1	-2%	-3%	-1%	-4%	0%	-4%	2%	-2%	6%	-6%
Cc1cc(C)nc(NC(=O)c2c(Cl)cccc2Cl)n1	-3%	0%	-1%	-5%	-1%	18%	-16%	-3%	3%	-4%
COc1cc(/C=N/N2CCN(C3c4ccccc4-c4ccccc43)CC2)ccc1O	0%	-2%	-1%	?	-1%	-79%	43%	-3%	-6%	?
COc1cccc(-c2cc(=O)c3cc(NC(C)=O)ccc3[nH]2)c1	2%	?	-9%	22%	?	0%	6%	?	?	-2%
CC(=O)Nc1ccc(NC(=O)C(C)OC(=O)COc2ccc(Nc3ccccc3)cc2)cc1 (stereo unspecified)	2%	0%	-1%	/	?	9%	/	-13%	-2%	/
CCCCn1c(NCCC)nc2c1c(=O)[nH]c(=O)n2C	-1%	?	-4%	6%	2%	-9%	-11%	-10%	-1%	-5%
CCCSc1ncnc2sc(C)c(C)c12	11%	1%	0%	-1%	-13%	0%	10%	3%	3%	-5%
O=C(CC1c2ccccc2Oc2ccccc21)Nc1ccccc1F	2%	-6%	0%	/	0%	-22%	-17%	2%	-14%	-19%
CNC(=O)CC(CC(=O)c1ccccc1)c1ccccc1 (stereo unspecified)	-5%	4%	-3%	/	1%	7%	/	3%	-4%	/
CCOc1cc(/C=N/Nc2ncc(C)c(=O)[nH]2)ccc1O	10%	-1%	0%	11%	-7%	-7%	50%	8%	-3%	-11%
CC(Sc1cccc(C(F)(F)F)c1)C(=O)NC(N)=O (stereo unspecified)	-3%	2%	9%	-7%	-1%	0%	18%	-14%	-7%	-15%
SMILES	Rab9 promoter act	ELG1 genotox	NPC1 promoter act	MBNL1 CUG block	FLuc counter	BRCA1 expr act	RORgamma inh	p53 reactivation	uPA surface inh	Gal4-VP16 FLuc
Cc1cc(C)c(S(=O)(=O)Nc2ccncc2)cc1C	0%	-2%	1%	-4%	-1%	12%	?	0%	0%	-2%
COc1ccc(C(=O)Cn2nnc(-c3ccccc3NC(=O)C(F)(F)F)n2)cc1	10%	1%	0%	-2%	3%	9%	7%	5%	3%	7%
Cc1c(N=C/C=C/c2ccccc2)cnn1C	2%	2%	1%	?	6.7µM*	-27%	?	17%	-7%	?
Cn1c2c(c(=O)n(C)c1=O)C(NS(=O)(=O)c1ccc(Cl)cc1)(C(F)(F)F)C(=O)N2 (stereo unspecified)	10%	2%	0%	-1%	3%	-9%	0%	-1%	5%	-3%
O=S(=O)(c1ccc2c(c1)oc1ccccc12)N1CCOCC1	1%	-1%	0%	6%	-2%	-15%	-29%[0.365 µM]	-15%	-4%	/
COc1ccc(C2=NN(C(=O)/C=C/c3ccccc3)C(c3ccccc3)C2)c(OC(C)=O)c1 (stereo unspecified)	1%	-16%	1%	-6%	6%	-65%	-1%	0%	-8%	-7%
CCCCCC1CCC(C(=O)O)CC1 (stereo unspecified)	11%	-3%	1%	3%	-22%	13%	10%	-14%	-1%	-6%
N#C/C(=C\c1ccco1)C(=O)Nn1cnnc1	-2%	1%	-4%	?	-9%	14%	-7%	3%	1%	2%
Cc1ccccc1-c1noc(CNC(=O)c2ccco2)n1	10%	7%	-4%	-2%	3%	0%	-43%	4%	0%	-1%
COc1ccc(/C=C/c2nnc(NC(=O)CC(C)C)s2)cc1	12%	0%	12%	17%	?	93%	-14%	1%	1%	-14%
O=S(=O)(Nc1ccc2c(c1)nc1n2CCN(Cc2ccccc2)C1)c1ccc(F)cc1	-7%	-7%	1%	18%	-2%	-4%	-2%	2%	2%	4%
O=C(/C=C/c1cccs1)N1CCN(c2ccccc2)CC1	?	7%	8%	7%	?	51%	10%	16%	2%	3%
Cc1ccc(COC(=O)NCc2cccnc2)cc1	20%	4%	-2%	1%	1%	10%	-14%	/	12%	4%
O=C(CCSc1ccccc1)NC1CCCC1	1%	?	3%	-10%	15µM*	4%	-1%	?	2%	7%
Cc1cc(NC(=O)CSc2nnc(C3COc4ccccc4O3)n2N)no1 (stereo unspecified)	2%	0%	2%	?	-2%	-3%	-37%	-4%	0%	5%
COc1ccc(/C(C)=N/NC(=O)c2ccccc2N)cc1	?	5%	16%	-2%	?	95%	-10%	5%	-1%	-12%
CSCCC(NC(=O)c1ccccc1Cl)C(=O)NCC(c1cccs1)N(C)C (stereo unspecified)	3%	2%	-3%	/	4%	-4%	/	0%	3%	/
COC(=O)Nc1sccc1C(=O)Nc1sccc1C(=O)OC	-7%	8%	-4%	23%	0%	-45%	-1%	-5%	/	9%
Cc1ccc(S(=O)(=O)N=Nc2c(O)[nH]c3ccccc23)cc1C	-1%	-1%	-9%	?	1%	-12%	10%	6%	-3%	-2%
CC(C)Oc1ccc(S(=O)(=O)N2CCCCC2)cc1NC(=O)C1=COCCO1	-2%	-2%	-5%	/	0%	-15%	/	-5%	-10%	/
CCOc1cc(/C=C(/C#N)c2nc3ccccc3[nH]2)ccc1OCc1ccc(C(=O)O)o1	/	0%	1%	?	?	20%	29%	5%	1%	-3%
COc1ccc(-n2cccc2/C=C2\C(=N)N3N=C(C(C)C)SC3=NC2=O)cc1	0%	-13%	-1%	?	?	-27%	?	-3%	11%	-3%
CN(Cc1c(F)cccc1Cl)C(=O)c1ccc(NC(=O)CC2SC(N3CCCCC3)=NC2=O)cc1 (stereo unspecified)	/	-3%	/	/	/	-7%	/	-2%	-1%	/
COCc1cc(C)nc(Nc2ccc(C)c(C)c2)c1C#N	-15%	3%	0%	?	2%	-104%[inhibitor]	-2%	-7%	7%	-2%
COc1ccccc1CN1CC(C(=O)NCCN2CCNC2=O)CCC1=O (stereo unspecified)	2%	-1%	1%	5%	0%	1%	-12%	1%	-1%	2%
CC(NS(=O)(=O)c1ccc2c(c1)c(=O)n(C)c(=O)n2C)C(=O)NC1CCCCC1 (stereo unspecified)	1%	-2%	0%	-2%	2%	35%	-4%	11%	-4%	3%
CC(C)c1nc(CNC(=O)c2cc(COc3c(F)cccc3F)on2)cs1	-1%	0%	-4%	-3%	-1%	-23%	20%	-4%	-2%	-4%
Cc1ccc2cccc(S(=O)(=O)N3CCCc4ccccc43)c2n1	-21%	-14%	-10%	-12%	5%	-21%	6%	2%	-11%	-12%
O=c1[nH]c(SCc2ccc([N+](=O)[O-])cc2)nc2[nH]ncc12	13%	?	-1%	?	?	77%	-16%	0%	-5%	22%

Assay outcomes: PubChem, National Center for Advancing Translational Sciences (NCATS)
